# Source: PubChem BioAssay (several laboratories)
# FLuc inh counter – counter-screen for luciferase assay inhibitors: firefly luciferase inhibition; ATPLite firefly luciferase biochemical luminescence, 10 min; inhibition, % at 10 µM; hit rate 1.5% among 200,000; AID 1006;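 active = inhibition above about 50% when tested at 10 µM, limit read from the data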
# FLuc stim CS – firefly luciferase counter-screen for stimulation assays; P08659; ATPlite luciferase biochemical, luminescence, 10 min; 0 = ATP-free wells, 1 = DMSO control; activation factor at 10 µM; 200,000 tested, under 10 active; AID 1027;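 active = luciferase activation factor, scaled between plate controls, of at least 2 with compound at 10 µM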
#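 Material: Luciferase/luciferin reagent mix; Doses: test compounds dosed from 2 mM stocks in 100% DMSO; Schedule: 10 min incubation after luciferase reagent addition, room temperature; Measured by: luminescence from luciferase reaction; Read-out: luminescence gain marking luciferase activators.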
# APP 5'UTR act – activates APP 5'UTR luciferase reporter; activation, % at 2 µM; SH-SY5Y APP 5'UTR luciferase reporter, luminescence; zero percent = DMSO vehicle wells; hit rate 1% among 190,000;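 active = activation above a set limit, based on mean plus 3 SD of controls, cut at about 140% in these data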; also: values of inactives mirror those of a sister screen read the other way
# APP 5UTR inh – APP translation inhibition | SH-SY5Y APP 5'UTR-luciferase reporter, luminescence | inhibition, % at 2 µM | hit rate 0.82% among 190,000 | AID 1285;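 active = inhibition above a set limit, derived from the sample mean plus 3 SD, cut at about 45% in these data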; also: values of inactives mirror those of a sister screen read the other way
# STAT1 activator – activators of IFN-gamma induced STAT1 signaling; activation (% of control), % at 5.5 µM; AID 932; NIH 3T3 STAT1-luciferase reporter, luminescence; 100% = IFN-gamma alone, no compound; hit rate 2.6% among 200,000;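 active = activation above the screen-wide mean activation plus 3 SD, cut at about 130% in these data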;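 also: raw ratio to IFN-gamma control signal so 100% means no change and 0% no light; values of inactives mirror those of a sister screen read the other way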
# Diaphorase act – diaphorase activation or chemical reduction counter-screen. Diaphorase/resazurin coupled assay, resorufin fluorescence, 16 min; active compounds read high; 1 = vehicle wells, 0 = NADH-free wells. activation factor at 20 µM. hit rate 0.005% among 190,000. AID 1229;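 active = diaphorase activity raised at least twofold by the compound at 20 µM; inactive = activation factor below 2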
#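 Material: Purified diaphorase enzyme from Clostridium kluyveri | Buffer or medium: 50 mM HEPES pH 7.4 with 4.542 mM MgCl2, 0.005% Tween 20 | Times: 16 min enzyme reaction, ambient temperature | Signal: Red resorufin fluorescence at 544/590 nm excitation/emission | Measure: Increased resorufin signal from activators or reducing compounds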
# NF-kB expr up – NF-kB expression increase, human neuronal cells. hit rate 1.6% among 190,000. NF-kB reporter expression; active compounds read high. fold change at 12.5 µM; in the data active = fold change above about 3.3
# TLR4-MyD88 BLA – blocks binding of human TLR4 to MyD88; O00206+Q99836; HeLa CL3-4 TLR4/MyD88 BLA complementation, FRET ratio; inhibition, % at 8.4 µM; hit rate 0.18% among 200,000; in the data active = inhibition above about 25%;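 also: 0% = vehicle and 100% = reference inhibitor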
# Target sequence (O00206 whole entry, looked up): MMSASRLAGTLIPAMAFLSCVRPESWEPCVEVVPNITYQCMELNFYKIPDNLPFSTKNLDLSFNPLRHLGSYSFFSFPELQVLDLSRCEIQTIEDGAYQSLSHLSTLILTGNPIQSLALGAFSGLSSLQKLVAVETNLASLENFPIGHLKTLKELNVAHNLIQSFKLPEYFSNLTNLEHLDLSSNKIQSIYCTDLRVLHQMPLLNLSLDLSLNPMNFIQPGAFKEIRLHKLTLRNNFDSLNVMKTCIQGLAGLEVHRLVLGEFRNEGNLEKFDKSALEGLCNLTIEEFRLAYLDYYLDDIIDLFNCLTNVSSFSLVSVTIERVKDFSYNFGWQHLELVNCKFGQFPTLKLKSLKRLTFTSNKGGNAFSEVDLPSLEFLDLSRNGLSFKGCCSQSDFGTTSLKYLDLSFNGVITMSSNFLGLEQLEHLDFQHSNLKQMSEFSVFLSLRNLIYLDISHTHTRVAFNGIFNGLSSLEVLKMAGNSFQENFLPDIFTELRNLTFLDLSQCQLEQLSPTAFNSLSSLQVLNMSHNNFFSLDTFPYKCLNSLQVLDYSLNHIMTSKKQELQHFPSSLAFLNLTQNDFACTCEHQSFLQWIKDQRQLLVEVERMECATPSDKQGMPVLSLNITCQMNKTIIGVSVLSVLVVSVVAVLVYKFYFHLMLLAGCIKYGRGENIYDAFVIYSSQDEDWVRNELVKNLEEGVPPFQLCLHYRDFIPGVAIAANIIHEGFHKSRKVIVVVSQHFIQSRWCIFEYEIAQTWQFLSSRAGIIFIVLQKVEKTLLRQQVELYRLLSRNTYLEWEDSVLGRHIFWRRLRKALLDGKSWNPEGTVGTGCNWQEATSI
# Target sequence (Q99836 whole entry, looked up): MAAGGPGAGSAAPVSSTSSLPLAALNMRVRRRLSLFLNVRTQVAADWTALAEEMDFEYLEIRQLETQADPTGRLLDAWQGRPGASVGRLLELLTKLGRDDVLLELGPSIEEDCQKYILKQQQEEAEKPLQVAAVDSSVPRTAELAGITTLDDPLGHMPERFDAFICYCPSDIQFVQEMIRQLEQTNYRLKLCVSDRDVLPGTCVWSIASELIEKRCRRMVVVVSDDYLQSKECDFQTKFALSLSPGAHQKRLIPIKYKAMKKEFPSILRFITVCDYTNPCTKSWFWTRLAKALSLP
# G6PDH counter – inhibits Leuconostoc G6PDH, flagging false hits in G6PDH-based assays. AID 1020. hit rate 0.12% among 200,000. Purified L. mesenteroides G6PDH, diaphorase/resazurin coupled fluorescence, 45 min. inhibition, % at 5 µM; in the data active = inhibition above about 50%
# Diaph inh CS – counter-screen for diaphorase-based assays: diaphorase inhibitors and chemical oxidizers. diaphorase resazurin-to-resorufin fluorescence, NADH, 16 min; bacterial (C. kluyveri) enzyme, not human. inhibition, % at 20 µM. hit rate 0.69% among 190,000. AID 1217;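 active = primary screen inhibition at 20 µM above a set limit, cut at about 50% in these data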;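 also: plate controls were DMSO with full reaction for no effect and wells lacking NADH for full effect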
#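 Detection: fluorescence of resorufin formed from resazurin, Ex 544/Em 590 nm; test system: Clostridium kluyveri diaphorase enzyme; amount: 0.14 U/mL diaphorase, enzyme working solution; times: 16-min room-temperature incubation before reading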
# The depositor's hits bear a star; / = no result given.
SMILES,FLuc inh counter,FLuc stim CS,APP 5'UTR act,APP 5UTR inh,STAT1 activator,Diaphorase act,NF-kB expr up,TLR4-MyD88 BLA,G6PDH counter,Diaph inh CS
COc1ccc(C(C[N+](=O)[O-])c2c(-c3ccccc3)cc3ccccn23)cc1OC (stereo not drawn),-6,1.1,2,-2,106,0.8,2.1,-5,-2,17
O=C(CN1CCN(c2ccccc2O)CC1)Nc1cc([N+](=O)[O-])ccc1Cl,-4,1,6,-6,106,0.8,1.4,-10,19,21
CCc1c(C)nc2ncnn2c1NCc1cccs1,-7,1.1,8,-8,88,0.9,0.84,-15,2,11
Cc1ccc(-c2ccc(CCC(=O)O)n2NC(=O)c2ccco2)cc1,1,1,0,0,95,0.9,0.96,0,-6,8
CCOC(=O)Cn1c(=O)c2c(nc(Br)n2Cc2ccc(Cl)cc2)n(C)c1=O,-4,1,/,/,/,0.9,/,/,12,13
O=[N+]([O-])c1cccc(S(=O)(=O)c2ccc(NCCO)c([N+](=O)[O-])c2)c1,-14,1.1,-2,2,90,1,0.37,6,-5,3
O=C(CSc1nnc(-c2ccncc2)n1Cc1ccco1)Nc1nccs1,-2,1,-5,5,98,0.9,0.88,10,3,7
CC(C)CCN1CC(C(=O)NC(C)C)CC1=O (stereo not drawn),-8,1.1,-4,4,110,1,1,14,3,2
Cc1ccc(CNC(=O)CCCOc2cc(=O)n(C)c3ccccc23)o1,-4,1,16,-16,94,0.8,0.93,-2,-20,16
CCOCCCNC(=S)NCCCNc1nc2c(C)c(C)ccc2cc1C#N,-2,1,-6,6,77,0.8,0.74,3,19,22
Cc1ccc(-c2cc(C(=O)NN3CCOCC3)c3cc(Br)ccc3n2)o1,2,1,15,-15,95,0.8,1.2,11,7,23
COCCNC(=O)c1ccc2c(=O)n(CCCN3CCCC3=O)c(=S)[nH]c2c1,-10,1.1,-3,3,88,0.8,1.1,5,1,16
Cc1cccc(C)c1OCc1nnc(SCC(=O)Nc2ccccc2F)o1,0,1,26,-26,105,0.8,0.92,-9,-18,22
COc1ccc(CNC(=O)C(=O)NCC2OCCN2S(=O)(=O)c2cccs2)cc1 (stereo not drawn),-13,1.1,-2,2,106,0.9,1.1,4,20,6
O=C(Cn1ncc2c3ccccc3n(Cc3ccccc3)c2c1=O)N1CCN(c2ncccn2)CC1,-5,1,-12,12,102,0.7,0.6,-5,4,26
Cc1cc(C(=O)COC(=O)c2ccc[nH]c2=O)c(C)n1C1CC1,64*,0.4,4,-4,120,0.9,0.86,-2,-2,11
CSc1ccccc1NC(=O)CN(c1ccccc1)S(=O)(=O)N(C)C,-2,1,-5,5,102,1,0.94,10,18,2
Nc1ncnc(Nc2ccc(F)cc2)n1,3,1,-10,10,106,0.8,1,8,2,15
CC1CCN(S(=O)(=O)c2cccc(-c3nnc(-c4cccnc4)o3)c2)CC1,-4,1,9,-9,98,0.9,0.84,2,-1,14
CCOC(=O)c1cnc(-n2nc(C)cc2C)nc1NCc1ccc2c(c1)OCO2,-8,1.1,3,-3,92,1,1.1,13,1,3
COc1ccc(-c2nc3ncnn3cc2C)cc1F,2,1,7,-7,101,1,1.3,-3,15,-2
CC(=O)N1N=C(c2ccc(C)cc2)OC1c1ccc(C(C)C)cc1 (stereo not drawn),0,1,116,-116,166*,0.7,4.3*,9,4,26
CCOc1ccc(N(CC)C(=O)COc2cc(=O)n(C)c3ccccc23)cc1,-4,1,-3,3,95,0.9,0.74,-5,-27,13
Cc1ccc(S(=O)(=O)NCc2ccc3[nH]c(C)cc3c2)cc1,-6,1.1,15,-14,96,0.9,1,1,5,11
COc1cc(NC(=O)COC(=O)/C=C/c2ccccc2Cl)cc(OC)c1,-1,1,-1,1,95,0.8,0.98,-15,-9,16
Nc1c(N(CCO)C(=O)COc2ccc(Cl)cc2)c(=O)[nH]c(=O)n1Cc1ccccc1,-8,1.1,1,-1,115,0.9,1.1,3,-17,8
Cc1ccc(C(=O)Cn2c(NCCO)nc3ccccc32)cc1,0,1,-4,4,88,0.9,0.93,5,6,9
O=C(C(=O)N1CCN(c2cccc(Cl)c2)CC1)c1c[nH]c2ccccc12,-2,1,2,-2,104,0.6,1.2,-20,2,37
CCOc1ccccc1OCCOCCOc1ccccc1[N+](=O)[O-],1,1,7,-7,109,0.9,1,13,-4,6
Clc1ccc(CCNc2nc3ccccc3s2)cc1,-7,1.1,2,-2,108,0.9,1.1,-12,8,14
CC(C)(C)N(Cc1cc2ccccc2[nH]c1=O)C(=O)c1ccco1,-7,1.1,26,-26,96,1,0.96,-8,6,3
O=C(COC(=O)c1cnccn1)c1ccc(Cl)cc1,10,0.9,-5,5,107,1,1.6,3,-7,3
O=CN1CCc2scc[n+]2-c2ccccc21,-4,1,-6,6,97,0.9,1.2,-10,1,5
O=C1N(CN2CCN(c3cccc(Cl)c3)CC2)c2ccccc2C12OCCCO2,-7,1.1,-9,9,83,0.8,1.1,-3,0,17
CCCS(=O)(=O)N1CCCC(C(=O)N2CCOCC2)C1 (stereo not drawn),-4,1,/,/,102,0.9,0.9,-13,4,8
CCOC(=O)c1c(NC(=O)c2cccs2)sc2c1CCC2,0,1,/,/,/,0.8,/,/,9,24
O=C(C1CCN(S(=O)(=O)N2CCC3(CC2)OCCO3)CC1)N1CCC(Cc2ccccc2)CC1,-9,1.1,19,-19,94,0.9,0.73,-3,6,8
COc1ccc(C2C3=C(CCCC3=O)Nc3nc4ccccc4n32)cc1OC (stereo not drawn),/,/,4,-4,100,/,/,-13,/,/
C=C(C)COc1ccc2c3c(c(=O)oc2c1OCC(=C)C)CCC3,-7,1.1,-12,12,100,0.8,3.5*,6,-1,23
O=C(O)c1cccc(S(=O)(=O)N(Cc2ccccc2)c2ccccc2)c1,-1,1,-4,4,104,0.9,1.1,-16,9,7

# Compound profiles, as listed above. Order of values: FLuc inh counter | FLuc stim CS | APP 5'UTR act | APP 5UTR inh | STAT1 activator | Diaphorase act | NF-kB expr up | TLR4-MyD88 BLA | G6PDH counter | Diaph inh CS
# Listed for Nc1c(N(CCO)C(=O)COc2ccc(Cl)cc2)c(=O)[nH]c(=O)n1Cc1ccccc1 = -8 | 1.1 | 1 | -1 | 115 | 0.9 | 1.1 | 3 | -17 | 8
# Listed for CCOc1ccc(N(CC)C(=O)COc2cc(=O)n(C)c3ccccc23)cc1 = -4 | 1 | -3 | 3 | 95 | 0.9 | 0.74 | -5 | -27 | 13

# As entered above.
# Value of COc1ccc(C(C[N+](=O)[O-])c2c(-c3ccccc3)cc3ccccn23)cc1OC (stereo not drawn) in Diaph inh CS: 17
# Value of O=CN1CCc2scc[n+]2-c2ccccc21 in FLuc stim CS: 1
# Value of CCOC(=O)c1cnc(-n2nc(C)cc2C)nc1NCc1ccc2c(c1)OCO2 in FLuc stim CS: 1.1
# Value of O=C(C1CCN(S(=O)(=O)N2CCC3(CC2)OCCO3)CC1)N1CCC(Cc2ccccc2)CC1 in APP 5'UTR act: 19

# Other records follow:
SMILES,FLuc inh counter,FLuc stim CS,APP 5'UTR act,APP 5UTR inh,STAT1 activator,Diaphorase act,NF-kB expr up,TLR4-MyD88 BLA,G6PDH counter,Diaph inh CS
CCOC(=O)N/N=C(\C)c1ccc(C)c([N+](=O)[O-])c1,9,0.9,12,-12,110,0.8,1.9,-10,19,15
Cc1nc2sc(C(c3ccco3)N3CC(C)OC(C)C3)c(O)n2n1 (stereo not drawn),-5,1,-9,9,101,1.2,1.8,1,12,-15
O=C1C2C3C=CC(C3)C2C(=O)N1CCN1CCN(Cc2ccc([N+](=O)[O-])cc2)CC1 (stereo not drawn),-6,1.1,6,-6,98,0.9,0.88,-6,-1,8
CC(C)/C=C1\CCc2c([nH]c3ccccc23)C1=O,-3,1,11,-12,116,0.8,1.4,-12,7,21
CCn1c(=O)n(CC)c2cc([N+](=O)[O-])ccc21,-2,1,11,-11,92,1,1.1,-11,8,-3
Nc1nc(SCc2ccccc2Cl)[nH]c(=O)c1-c1ccccc1,-6,1.1,2,-2,98,1,1.2,8,9,2
Cc1ccc(Nc2nc(Cl)c(C=O)s2)cc1Cl,0,1,-9,9,111,0.9,1.6,-1,4,12
CCOCCCNC(=O)CCCn1nc(C)n2c(cc3sccc32)c1=O,-8,1.1,7,-7,95,0.8,1.1,-19,-4,18
COCCn1nnnc1C(c1ccccc1OC)N1CCN(c2ccccc2F)CC1 (stereo not drawn),-7,1.1,7,-7,102,0.9,1.1,0,-4,14
O=C(NCC1CCCO1)C1CCCN1C(=O)NC1CCCCC1 (stereo not drawn),-12,1.1,0,0,104,1,1.1,3,6,4
O=C(CC(NC(=O)c1ccccc1Cl)c1ccccc1)Nc1ccc2c(c1)OCO2 (stereo not drawn),-3,1,20,-20,100,0.9,0.99,-10,-2,9
O=C(NCC1CCCO1)c1nn2cccnc2c1Cl (stereo not drawn),-1,1,11,-11,116,0.9,1.6,-3,8,10
Oc1[nH]c2ccccc2c1C=Nc1ccc2c(c1)OCCO2,76*,0.2,183*,-183,187*,0.6,4.4*,5,-2,42
CCCCNc1nc(=S)[nH]c2cc(OC)c(OC)cc12,-7,1.1,12,-12,102,0.8,1.4,-3,-4,24
O=C(/C=C/c1cccc2ccccc12)c1ccncc1,3,1,19,-19,89,0.8,1.1,-7,-14,24
C/C=C/c1ccccc1OCc1ccc(C(=O)OC)o1,-9,1.1,17,-17,99,1,1.2,2,2,4
CCOc1ccc(NC(=O)CN(C)CC(=O)Nc2ccccc2SC)cc1OCC,4,1,-12,12,108,0.9,1.2,-3,22,5
CNC(=O)CSCc1c(Cl)cccc1Cl,-4,1,4,-4,98,0.8,0.95,-13,-2,17
Cc1ccc(C)c(NC(=O)CSc2c(C)n[nH]c2C)c1,-4,1,4,-4,105,0.9,1.1,3,3,10
COc1cc(C2c3c(n[nH]c3C)C(=O)N2c2ccc(C)cc2)ccc1O (stereo not drawn),-4,1,0,0,100,0.8,0.92,-3,14,22
COCc1nnc(NC(=O)CCc2ccccc2)s1,-3,1,10,-10,101,0.8,1.1,-3,8,17
CC(=O)c1ccc(NC(=O)C(C)OC(=O)COc2ccc(C#N)cc2)cc1 (stereo not drawn),-5,1.1,1,-1,100,0.8,1,8,-1,21
C=CCn1c(COC)nnc1SCC(=O)c1ccc(F)cc1,-2,1,7,-7,103,1,1.6,14,17,4
O=C(COC(=O)c1ccc(S(=O)(=O)N2CCc3ccccc3C2)cc1)NC1CCS(=O)(=O)C1 (stereo not drawn),-2,1,14,-14,102,0.9,1.2,-15,21,11
COc1cc(C2c3sc(=O)[nH]c3SC3C4CCC(C4)C23)ccc1O (stereo not drawn),-12,1.1,-5,5,95,0.8,1.4,6,8,21
COCCCNC(=O)CCN1C(=O)COc2ccccc21,-4,1,2,-2,101,1.1,1.3,-8,6,-8
CCCCc1ccc(NC(=O)CC(C)(C)C)cc1,14,0.9,19,-19,110,0.9,2.4,-6,15,11

# Among those listed so far, two contain bromine.
SMILES,FLuc inh counter,FLuc stim CS,APP 5'UTR act,APP 5UTR inh,STAT1 activator,Diaphorase act,NF-kB expr up,TLR4-MyD88 BLA,G6PDH counter,Diaph inh CS
CCOC(=O)Cn1c(=O)c2c(nc(Br)n2Cc2ccc(Cl)cc2)n(C)c1=O,-4,1,/,/,/,0.9,/,/,12,13
Cc1ccc(-c2cc(C(=O)NN3CCOCC3)c3cc(Br)ccc3n2)o1,2,1,15,-15,95,0.8,1.2,11,7,23
